TRPM1 prom inh – inhibitors of MITF-dependent TRPM1 promoter reporter, primary screen, cell-based, SK-MEL-5, single point, luciferase; 0.83% of 330,000 active; inhibition, % at 12.5 µM; SK-MEL-5 TRPM1 promoter luciferase, 24 h;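 active = mean inhibition across replicates of 60% or more, whatever share of single replicates reaches that level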; note: values of inactives mirror those of a sister screen read the other way
TROY NFkB inh – inhibitors of TROY-driven NF-kB signaling, primary screen, Q293 LMP1-TROYcd cells, NF-kB luciferase, uHTS. inhibition, % at 10 µM. 0.98% of 360,000 active. Q293 LMP1-TROYcd NF-kB luciferase reporter, 4 h;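 active = compounds whose plate-normalised and pattern-corrected inhibition of the luciferase reporter signal at the single screening dose is 50% or more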
NR2E3 ag-1 – inhibitors of NR2E3-RetCOR corepressor binding, primary screen, NR2E3 agonist project, biochemical, TR-FRET, GST-NR2E3, biotin-RetCOR | Photoreceptor-specific nuclear receptor (Homo sapiens), Q9Y5X4 | 1536-well | inhibition of corepressor binding, % at 4.78 µM | 0.12% of 320,000 active | AID 2300, 2010;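 active = percent inhibition above the cutoff of mean plus 3 SD of all tested compounds, set per screening campaign, cut at about 20% in these data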;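 note: 0% = DMSO wells and 100% = biotin wells as full block of FRET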
Target sequence (Q9Y5X4 whole entry, looked up): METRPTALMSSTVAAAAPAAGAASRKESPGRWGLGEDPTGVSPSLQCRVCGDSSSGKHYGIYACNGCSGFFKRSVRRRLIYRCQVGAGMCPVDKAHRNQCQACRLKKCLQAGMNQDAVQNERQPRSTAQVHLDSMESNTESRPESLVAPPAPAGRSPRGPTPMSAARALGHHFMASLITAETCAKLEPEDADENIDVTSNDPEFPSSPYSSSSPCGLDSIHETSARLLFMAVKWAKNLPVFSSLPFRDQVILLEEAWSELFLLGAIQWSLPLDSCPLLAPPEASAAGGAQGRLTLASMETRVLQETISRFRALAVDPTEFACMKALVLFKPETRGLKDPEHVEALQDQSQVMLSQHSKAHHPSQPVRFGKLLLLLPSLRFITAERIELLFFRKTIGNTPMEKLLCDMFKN
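System: GST-tagged NR2E3 plus biotinylated RetCOR corepressor; Buffer or medium: pH 7.5 Tris-based buffer; Probe or stimulus: RetCOR corepressor, biotinylated, 7 nM; Doses: compound at 4.8 µM, single dose; Schedule: 5 h incubation at 4 °C; Technique: time-resolved FRET; Evaluation: percent inhibition of TR-FRET ratio; Replication: one well per compound, singlicate testing.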
CF NFkB block – inhibitors of PAF-induced NF-kB signaling, primary screen, cell-based, GFP fluorescence, uHTS; inhibition, % at 5 µM; AID 588850, 2011; KKLEB NF-kB-GFP reporter, GFP fluorescence overnight; 0.86% of 360,000 active;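 active = at least 50% inhibition at 5 µM, scaled per plate between neutral and stimulator controls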;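 note: PAF is a Pseudomonas aeruginosa culture filtrate used as stimulus; plate controls were PAF-stimulated DMSO wells for no effect and unstimulated DMSO wells for full effect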
KKLEB tox – cytotoxicity in KKLEB CF airway cells, primary screen, cytotoxicity control for CF NF-kB inhibitor project, cell-based, uHTS, fluorescence assay plates | KKLEB CF airway cells viability, ATPlite luminescence, overnight; stronger effect = lower value; cells stimulated with P. aeruginosa culture filtrate | activity change (cytotoxicity), % at 5 µM | 0.36% of 360,000 active;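 active = corrected activity change at or below -50% at 5 µM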
HIF-2a block – HIF-2a reporter inhibitors, primary screen, luminescence, 786-0 RCC cells; 786-0 RCC cells HIF-2a reporter, luciferase luminescence, overnight; inhibition, % at 18.8 µM; 0.72% of 360,000 active; AID 624352, 2012;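 active = inhibition of the luminescence signal of 40% or more relative to plate controls, in a single-dose primary screen at 18.75 µM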
C8 TRAIL sens – viability loss with TRAIL in NB7+C8 cells, primary screen, TRAIL sensitizer project, cell-based, ATPlite luminescence; inhibition (viability loss, TRAIL sensitization), % at 10 µM; 1% of 360,000 active; AID 624354, 2012;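 active = compounds causing at least 50% loss of cell viability in the single-dose screen, relative to plate controls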
Shn3 inh set2 – reduction of Shn3 3'UTR firefly luciferase signal, primary screen, Schnurri-3 inhibitor project, cell-based, Clone20 osteoblasts, set 2. inhibition, % at 12.5 µM. 0.52% of 360,000 active. Clone20 osteoblast Shn3 3'UTR firefly luciferase, 24 h;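 active = mean inhibition of at least 75% with every replicate also reaching 75%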;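 note: 0% = median of neutral control wells and 100% = pilot-screen positive control compound; some compounds past the cut are filed as inactive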
Peg3 prom inh – Peg3 promoter-driven luciferase inhibitors, primary screen, cell-based, HeLa, luciferase luminescence. HeLa PEG-Prom luciferase reporter, overnight. 1.7% of 360,000 active. inhibition, % at 20 µM;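 active = inhibition of at least 50% at 20 µM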
TWEAK Fn14 block – inhibitors of TWEAK-Fn14 signaling, primary screen, luciferase reporter cells, uHTS | TWEAK-stimulated Fn14 reporter cells, luciferase luminescence, 8 h | inhibition, % at 10 µM | 2% of 360,000 active; in the data active = inhibition above about 50%
NR2E3 ag-2 – NR2E3 agonists in two-hybrid cells, primary screen, cell-based, luminescence, CHO-S, Gal4-NCOR/VP16-NR2E3; Photoreceptor-specific nuclear receptor (Homo sapiens), Q9Y5X4; luciferase; inhibition of corepressor binding, % at 3.98 µM; 0.35% of 360,000 active; AID 602229, 2012;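 active = inhibition above the mean of all tested compounds plus 3 SD, cut at about 70% in these data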;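 note: 0% = DMSO with NR2E3 transfected cells and 100% = cells lacking NR2E3 construct; higher means lower luciferase signal from less NR2E3 corepressor binding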
The depositor's hits bear a star; nt = no result given. The list is partial (hit frequency here may not be typical).

Compound,TWEAK Fn14 block,CF NFkB block,Shn3 inh set2,KKLEB tox,Peg3 prom inh,HIF-2a block,NR2E3 ag-2,NR2E3 ag-1,TROY NFkB inh,C8 TRAIL sens,TRPM1 prom inh
Cc1ccc2cccc(SCC(=O)NCc3ccco3)c2n1,-1,15,-11,-16,5,19,-1,2,-4,8,-10
O=C(CN1C(=O)/C(=C\c2ccccc2Br)Oc2ccccc21)NCCCN1CCOCC1,-28,10,-19,5,5,2,-6,1,-22,3,-17
O=C(N/N=C/c1cn(-c2ccccc2)nc1-c1cc2ccccc2o1)c1cccnc1,85*,25,-15,-19,-53,-173,-100,0,63*,55*,-10
O=C(Nc1sc2c(c1CN1CCOCC1)CCC2)c1ccc(F)cc1,-13,-10,25,6,-18,-49,-21,-1,-52,0,-1
Cc1cc(C)n(CCCNC(=O)c2ccc(S(=O)(=O)NCc3ccco3)cc2)n1,6,-10,4,8,19,16,1,4,-12,-9,8
CC1=NNC(=O)C1CC(=O)N/N=C/c1sccc1C (stereo unspecified),-5,2,-3,-3,4,2,14,2,-33,-31,-9
CSCCC(NC(=O)COc1ccccc1)C(=O)NC1CCC(C)CC1 (stereo unspecified),-3,2,-7,-5,21,10,13,-2,-6,16,-4
C=CCN1C(=O)c2ccc(C(=O)NCC(c3ccccc3)N(C)C)cc2C1=O (stereo unspecified),7,17,-14,-8,-5,3,14,0,2,-10,8
Cc1ccc(C(=O)NCC(=O)OCc2nnc(-c3ccccc3)o2)cc1,9,-4,-15,3,-52,-37,-12,1,-13,13,1
CCCNCc1cc(OC)c(OCC(=O)NCCc2ccccc2)cc1Br,-11,8,-4,7,7,21,16,2,-11,0,-12
O=C(CNC(=O)c1ccc(Br)o1)Nc1cccc(-c2cnc3ccccc3n2)c1,41,-16,20,-14,-36,-56,-15,3,-26,22,37
Cc1ccc(C(C)C)c(OCC(=O)NNC(=O)C(C(C)C)N2C(=O)c3ccccc3C2=O)c1 (stereo unspecified),-12,16,-8,0,1,5,3,2,8,-2,1
COC(=O)C1C2CC3c4[nH]c5cc(OC)ccc5c4CCN3CC2CC(O)C1OC (stereo unspecified),-13,0,-12,2,-3,15,1,nt,-6,-5,-7
O=C(CSc1nc2ccccc2nc1N1CCOCC1)Nc1ccccc1F,10,-6,-14,11,7,-47,-2,-3,-34,5,nt
COCCCN1C(=O)/C(=C\c2cccs2)C(C(=O)OC)=C1C,-3,-12,15,6,-1,-7,-16,-1,-15,4,6
CCOC(=O)c1c(NC(=O)c2ccc(Cl)cc2)csc1C,1,26,6,-11,12,13,-14,-1,-13,-5,8
CC(=O)NCCC(=O)Nc1cc(S(=O)(=O)Nc2ccc(Cl)cc2)ccc1N1CCCC1,14,-18,-5,6,11,15,-4,0,18,-24,5
COc1ccccc1N1CC=C(c2cccc([N+](=O)[O-])c2)NC1=O,-14,-1,11,0,0,-16,-4,0,-21,2,3
Cc1ccc(-c2csc3ncn(CC(=O)OC(C)C)c(=O)c23)cc1,-3,9,-14,0,31,28,12,1,23,13,-5
CCOC(=O)c1ccc(NC(=O)CSc2nnc(COc3ccccc3OC)n2C)cc1,2,-8,5,0,11,-25,10,-1,-6,10,-5
CCOC(=O)C1CCN(c2ncnc3c2oc2ccccc23)CC1,14,-10,10,0,-1,-60,15,4,40,14,6
Nc1cnc(-c2ccccc2)nc1Cl,1,-4,-32,-6,-120,-105,-67,-1,-48,-1,-20
CCOc1ccc(C2C(C(=O)c3ccco3)=C(O)C(=O)N2CCN2CCOCC2)cc1OCC (stereo unspecified),-4,-19,-6,8,-18,9,-16,-1,6,4,3
Cc1ccccc1-c1cc(C(=O)N/N=C/c2cccnc2)c2ccccc2n1,-12,1,-28,7,7,10,-38,nt,0,-8,9
C[C@H](CO)N1C[C@H](C)[C@@H](CN(C)C(=O)Nc2ccccc2)Oc2c(NS(=O)(=O)c3ccccc3)cccc2C1=O,-11,0,5,10,2,5,-32,nt,10,-7,11
O=c1n(Cc2ccccc2)c(O)c2n1Cc1ccccc1N=C2c1ccccc1,7,-12,18,-14,21,22,-8,nt,3,-13,nt
CCOc1ccc(C(=O)CCC(=O)NNC(=O)c2ccncc2)cc1,-12,0,-8,-17,-15,-31,-5,2,-12,1,6
O=C(Cc1ccccc1)Nn1c(-c2ccccc2F)nc2ccccc2c1=O,0,-2,11,17,18,17,-5,4,-20,-8,3
CC[C@]12c3[nH]c4ccccc4c3CCN1C(=O)C(CC(=O)NCCCn1ccnc1)C[C@@H]2C(=O)N1CCN(C(=O)c2ccco2)CC1 (stereo partly specified),12,8,-5,-8,-9,-1,-18,nt,-1,2,-5
COc1cc(NC(=O)C2CCCN2S(=O)(=O)c2ccc3c(c2)CCC(=O)N3)cc(OC)c1 (stereo unspecified),-21,-22,-31,-5,-4,9,-3,-3,-5,-12,-8
Cc1ccc(C)c(NC(=S)N(C)CCc2ccccn2)c1,-5,6,18,0,26,18,24,4,21,-3,17
O=c1oc(-c2ccc([N+](=O)[O-])cc2)nc2ccccc12,-33,-1,-17,3,-32,-118,-38,1,-11,3,nt
C=CCC(=O)OCC(=O)Nc1ccc(Cl)cn1,2,-3,-19,-2,20,0,-11,-2,-8,0,-10
CCC(Sc1nc(=O)cc(N)n1CCc1ccccc1)C(=O)Nc1cc(C)on1 (stereo unspecified),11,2,-10,11,8,2,-1,5,-4,-14,2
CN(C)c1nc(Oc2ccc(=O)n(C)n2)nc(N2CCOCC2)n1,-8,-6,16,-7,-3,-7,4,3,-12,8,-9
O=C1Nc2ccc(S(=O)(=O)N3CCCC3C(=O)O)c3cccc1c23 (stereo unspecified),7,0,-20,-1,-8,15,8,-3,7,-11,6
O=C1OC(CN(Cc2ccccc2)Cc2ccccc2)CN1N=Cc1ccc([N+](=O)[O-])o1 (stereo unspecified),2,-1,36,6,14,-16,3,nt,2,6,82*
CCc1ccc(-n2c(=S)sc3c(=O)n(-c4ccccc4)c(SCC(=O)O)nc32)cc1,8,-4,-17,2,1,10,-16,-2,8,-7,6
COc1ccc(CN2CCC(CO)(Cc3cccc(C(F)(F)F)c3)CC2)cc1Cn1cccn1,17,6,33,-7,11,-7,-10,-2,1,19,-2
CCOC(=O)c1nnn(CC(=O)N2N=C(c3ccc(Cl)cc3)CC2c2ccccc2)c1C(=O)OCC (stereo unspecified),8,50,8,-47,5,13,-6,1,5,3,-3
CN1CCCN(Cc2ccc(Cl)cc2Cl)CC1,-10,12,3,-5,-1,-7,-2,2,10,12,4
CC1CCN(Cc2c(C(=O)N/N=C/c3ccc(C(C)C)cc3)nnn2-c2nonc2N)CC1,-16,-8,14,0,65*,-5,-27,0,-12,18,-12
CCCc1nnc(NC(=O)CN2C(=O)c3ccccc3S2(=O)=O)s1,-2,0,18,10,-9,17,-16,-1,-21,4,-1
COC(=O)c1ccccc1C(=O)N1CCCC(CNC(=O)c2ccc(F)cc2)C1 (stereo unspecified),10,1,-4,12,-14,-22,-6,0,-7,5,-14
COc1ccc(-c2ccccc2)cc1NCc1ccc(OC)c(OC)c1,-12,11,-7,-14,-21,2,-4,1,-27,-2,-2
COC(=O)C1=C(C)N=C2SCCC(=O)N2C1c1ccc(OC(=O)c2ccco2)cc1 (stereo unspecified),2,-43,-12,1,-8,22,-18,nt,1,-2,-8
CC(C)(C)c1nnc2sc(SCC(=O)c3ccc4c(c3)OCCO4)nn2c1=O,-33,12,-29,7,-5,-15,8,1,4,-18,8
Cc1cccc([C@@H]2[C@@H]3C(=O)N(Cc4ccccc4)C(=O)[C@@H]3[C@]3(Cc4ccc(Cl)cc4)C(=O)N(c4ccccc4)C(=O)N23)c1,9,-15,-21,-3,14,5,-24,1,-7,-10,2
CC(O)CNCc1ccccc1C(F)(F)F (stereo unspecified),1,10,0,-13,-9,11,-23,-3,13,-18,10
CCOC(=O)N1CCN(c2cc(NCCO)c([N+](=O)[O-])c3nonc23)CC1,-15,-1,5,5,4,18,10,-1,-14,-2,6
Cc1nc2ccc(Br)cn2c1C(=O)N/N=C\c1ccc(C(C)C)cc1,-2,-2,-5,17,34,12,-9,0,17,21,19
C/C(CC(=O)NCc1ccccc1)=N\NC(=O)c1cnccn1,17,8,-1,-5,6,17,-2,-3,2,-15,2
Cc1c(C(=O)C(=O)N2CCN(Cc3ccc4c(c3)OCO4)CC2)c2ccccc2n1C,-22,3,-7,2,14,2,3,-1,5,12,15
CCS(=O)(=O)n1nc(NCc2cccc(OC)c2)nc1NCc1cccc(OC)c1,10,6,11,3,20,16,-10,1,11,3,8
COc1ccc(OCC(=O)Nc2cc(NC(=O)c3ccco3)ccc2OC)cc1,-11,-16,7,-17,3,-81,-1,2,6,-17,-14
O=C(CC(Nc1ccc(F)cc1)C(=O)O)c1ccccc1 (stereo unspecified),18,-7,-88,-10,-243,-234,-68,4,-14,60*,-33
O=C1C2C(c3ccccc3)CC=CC2[C@H](c2ccc3ccccc3c2)N1Cc1ccccc1 (stereo partly specified),0,55*,20,-33,15,37,-15,0,28,21,-17
O=C(Nc1ccc(C(=O)N2CCCC2)cc1)c1ccccc1,-13,-28,-52,2,-83,-136,-72,nt,-49,12,-32
O=C(CSc1nc2ccccc2o1)N/N=C/c1ccccc1,-22,-7,-96,11,-253,-174,-22,-1,-39,0,-52
Cc1nnc(SCC(=O)NCc2ccccc2)s1,1,-5,-10,15,-2,-4,-6,0,-11,10,-10
COc1ccc(CNS(=O)(=O)c2cc3c4c(c2)C(C)C(=O)N4CCC3)cc1 (stereo unspecified),1,-16,-1,8,1,10,18,1,8,-21,9

High-throughput results (PubChem BioAssay)
